# Screening data as filed in PubChem BioAssay.
# HDAC3 inhib – blocks human histone deacetylase 3 | inhibition, % at 8.3 µM | AID 2718 | O15379 | 320,000 compounds, 0.15% hits | recombinant HDAC3, fluorogenic peptide/trypsin coupled, fluorescence; in the data active = inhibition above about 26%, passing the limit was not always enough; inconclusive = no clear call, values can overlap the other calls
# Target sequence (O15379 whole entry, looked up): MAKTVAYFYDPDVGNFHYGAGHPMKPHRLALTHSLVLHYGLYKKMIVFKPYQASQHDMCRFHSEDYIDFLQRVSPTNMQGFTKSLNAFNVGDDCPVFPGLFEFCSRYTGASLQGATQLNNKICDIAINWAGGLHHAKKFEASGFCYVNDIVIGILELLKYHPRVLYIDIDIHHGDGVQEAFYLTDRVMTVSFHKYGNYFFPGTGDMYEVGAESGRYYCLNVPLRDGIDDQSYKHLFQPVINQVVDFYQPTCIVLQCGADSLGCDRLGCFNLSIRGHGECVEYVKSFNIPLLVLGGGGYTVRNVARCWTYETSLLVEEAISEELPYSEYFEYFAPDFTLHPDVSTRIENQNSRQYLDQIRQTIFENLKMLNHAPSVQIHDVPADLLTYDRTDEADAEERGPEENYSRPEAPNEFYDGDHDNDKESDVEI
# KCNK3 block – human KCNK3 channel inhibition, primary screen; 340,000 compounds, 0.84% hits; B-score at 10 µM; CHO-KCNK3 thallium flux, FluxOR fluorescence; hits give low values; O14649; AID 602410;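 active = B-score under library mean minus 4 SD, starting fluorescence ratio at most library mean plus 5 SD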;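 also: more negative B-score means stronger inhibition of thallium flux through KCNK3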
# KCNQ1 block – blocks the human KCNQ1 potassium channel; B-score at 10 µM; CHO-K1 KCNQ1, FluxOR thallium flux fluorescence; hits give high values; P51787; AID 2642; 310,000 compounds, 1.3% hits;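 active = compounds whose thallium flux B-score, printed positive for inhibition, exceeds three library SD while starting fluorescence stays within three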;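 also: channel opened by potassium depolarization with thallium stimulus after 20 min compound exposure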
# Target sequence (P51787 whole entry, looked up): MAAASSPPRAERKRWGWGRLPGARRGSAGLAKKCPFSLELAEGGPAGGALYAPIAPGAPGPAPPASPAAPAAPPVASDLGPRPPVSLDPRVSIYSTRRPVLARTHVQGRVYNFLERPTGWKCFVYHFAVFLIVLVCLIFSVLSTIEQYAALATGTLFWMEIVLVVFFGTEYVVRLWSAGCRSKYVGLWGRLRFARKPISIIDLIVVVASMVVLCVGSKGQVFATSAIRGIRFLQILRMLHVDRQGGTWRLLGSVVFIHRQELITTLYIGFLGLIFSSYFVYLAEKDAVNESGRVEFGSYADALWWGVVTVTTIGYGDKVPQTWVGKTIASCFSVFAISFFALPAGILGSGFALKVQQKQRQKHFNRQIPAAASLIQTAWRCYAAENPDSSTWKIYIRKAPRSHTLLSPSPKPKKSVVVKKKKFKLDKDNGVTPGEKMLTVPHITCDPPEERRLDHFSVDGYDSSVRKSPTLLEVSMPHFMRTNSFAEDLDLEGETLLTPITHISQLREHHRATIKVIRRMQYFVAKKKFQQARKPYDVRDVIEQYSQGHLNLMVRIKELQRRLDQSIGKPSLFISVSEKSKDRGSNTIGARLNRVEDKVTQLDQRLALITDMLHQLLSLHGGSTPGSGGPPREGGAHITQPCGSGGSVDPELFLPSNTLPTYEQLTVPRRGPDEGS
# SKKanGAS inh – blocks kanamycin growth of S. pyogenes SKKanGAS strain; BacTiter-Glo, 6 h; inhibition, % at 7.5 µM; 300,000 compounds, 1.3% hits; AID 1662;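 active = mean replicate score, as percent of positive control median, at least 50; inconclusive = mean below 50 but one replicate at or above 50; inactive = mean and every replicate below 50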;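 also: strain carries kanamycin resistance gene driven by streptokinase promoter and grows in 40 µg/ml kanamycin; loss of luminescence reflects streptokinase promoter inhibition or plain growth inhibition; 0% = median of DMSO wells and 100% = positive control at its reference dose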
# KCNK9 block – human KCNK9 channel inhibition. Q9NPC2. HEK293 KCNK9, FluxOR thallium flux fluorescence; hits give low values. B-score at 10 µM. 310,000 compounds, 1.2% hits. AID 488922;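 active = ratio B-score over 3 SD below the library mean, with starting fluorescence within 5 SD of its mean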;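 also: negative B-score means less thallium flux so channel inhibition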
# TMEM16A inh – inhibitors of mouse TMEM16A calcium-activated chloride channel. 310,000 compounds, 1.2% hits. normalized B-score (activity score, 25-100; higher = stronger inhibition) at 10 µM. AID 588511. HEK293 TMEM16A/YFP iodide influx fluorescence, ionomycin. Q8BHY3;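 active = ratio plate-corrected score three or more library SD toward inhibition, starting fluorescence score within five deviations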;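 also: score derived from kinetic fluorescence span divided by baseline fluorescence per well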
# TMEM16A act – activates or potentiates the mouse TMEM16A chloride channel | B-score at 10 µM | 340,000 compounds, 0.3% hits | Q8BHY3 | HEK293 TMEM16A/YFP-H148Q/I152L, iodide quench fluorescence; hits give low values;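 active = fluorescence-ratio B-score plate-corrected deviation score at least 3 library SD below zero, with starting fluorescence score within 5 deviations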;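 also: channel opened by trigger with iodide after compound preincubation; score built on the fluorescence ratio of max minus min over baseline; more negative score means more quench and so TMEM16A activation or potentiation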
# KCNQ1 act – potentiators or activators of human KCNQ1 potassium channel | P51787 | CHO-K1 KCNQ1, thallium flux FluxOR fluorescence; hits give high values | B-score at 10 µM | 310,000 compounds, 0.35% hits | AID 2648;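 active = fluorescence ratio B-score, a plate-corrected score, at least three library SD, with initial intensity B-score within 5 SD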
#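 Material: CHO-K1 cells stably expressing KCNQ1. Medium: assay buffer for compound exposure, DMSO matched across wells. Reagent: K+/Tl+ depolarizing stimulus. Compound dosing: single-concentration screen. Times: 37 °C overnight plating, 90-min dark dye load, 20-min compound pretreatment. Technique: FluxOR Tl+ flux fluorescence.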
# RGS4 block – inhibitors of human RGS4 | AID 463165 | P49798 | HEK293 M3R/RGS4 inducible, Fluo-4 calcium flux; hits give high values; triggered by carbachol at its EC20 | 310,000 compounds, 0.45% hits | B-score at 10 µM;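 active = B-score, a plate-corrected calcium signal, over three deviations above library mean, with baseline fluorescence within five deviations of library mean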;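 also: RGS4 expression induced by doxycycline in cells with stable M3 receptor; B-score is computed from the integrated fluorescence ratio over baseline after carbachol; higher B-score means a larger calcium signal and so more RGS4 inhibition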
# RGS4 act – RGS4 potentiation or activation; AID 463111; B-score at 10 µM; 310,000 compounds, 0.92% hits; HEK293 M3R/inducible RGS4, carbachol calcium flux Fluo4; hits give low values;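 active = B-score of the integrated calcium signal more than 4 SD below the library mean, with starting fluorescence not abnormally high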;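 also: negative B-score means reduced calcium response which marks RGS4 activation or potentiation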
#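 Also added: carbachol at ECmax as muscarinic agonist stimulus; Assay system: HEK293 cells with stable M3R and inducible RGS4; Timing: overnight RGS4 induction, 30 min dye load 37 °C, 20 min compound RT; Measured by: Fluo4-AM (2 µM) calcium-flux fluorescence, kinetic read.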
# hERG rescue – hERG (human) protection from proarrhythmic block | 310,000 compounds, 0.51% hits | AID 1511 | CHO-hERG, FluxOR thallium flux, dofetilide IC70 present | activation (rescue from dofetilide block), less the hit threshold, % at 10 µM;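 active = activation above the mean of controls blocked by dofetilide plus 5 SD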;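 also: thallium influx through hERG after potassium depolarization seen as dye fluorescence rise; in these data hits start at about 4.7%; inactives centre near -7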
# Starred values were filed as active, the others as inactive; i = inactive; ? = inconclusive; · = no result given.
1. Cc1ccc(NC(=O)c2cc(S(=O)(=O)N3CCOCC3)cn2C)cc1Cl
2. O=C(Cn1cnc2ccccc2c1=O)Nc1ccc2c(c1)CCC2
3. COc1cccc(C2c3[nH]c4ccccc4c3C[C@H]3C(=O)N(c4ccccc4C(=O)N4CCCC4C(=O)O)C(=O)N23)c1 (stereo not given in full)
4. COC(=O)c1ccc(Oc2nc(Nc3ccc(C)c(C)c3)nc(N(C)C)n2)cc1
5. CCOc1ccc(S(=O)(=O)N(C)c2ccc(OCC(=O)NCc3ccco3)cc2)cc1
6. CC(=O)Nc1ccc2c(c1)N(C(C)=O)c1ccccc1CC2
7. Cc1cc(NCc2ccccc2)nc2ccccc12
8. O=C1CN(C(=O)c2ccccc2F)c2ccccc2N1
compound no.,1,2,3,4,5,6,7,8
HDAC3 inhib,2.2,-1.9,-2.4,·,4.9,-8.6,-8.6,0.3
KCNK3 block,i,i,i,i,i,i,i,i
KCNQ1 block,i,i,i,6*,i,i,i,i
SKKanGAS inh,-3.3,-18.0,10.4,11.2,0.5,0.6,-7.4,-6.1
KCNK9 block,i,i,i,i,i,i,i,i
TMEM16A inh,i,i,i,i,i,i,i,i
TMEM16A act,i,i,i,i,i,i,i,i
KCNQ1 act,i,i,i,i,i,i,i,i
RGS4 block,i,i,i,i,i,i,i,i
RGS4 act,i,i,i,i,i,i,i,i
hERG rescue,-9.0,-14.3,-6.7,-14.5,-3.5,-10.4,-5.8,-1.5

9. COC(=O)c1c(NC(=O)CSc2nnc(-c3cccnc3)n2Cc2ccco2)sc(C)c1C
10. c1ccc2c(c1)ncn2CCCOc1ccc2c(c1)CCC2
11. Cc1c(C(=O)O)oc2ccc(S(=O)(=O)NCCC3=CCCCC3)cc12
12. CCN(CCCNC(=O)C1c2ccccc2C(=O)N(CCOC)C1c1ccc(F)cc1)Cc1ccccc1 (stereo not given)
13. C/C(=N\Nc1ncc(Br)cn1)c1cccc([N+](=O)[O-])c1
14. CCOc1ccc(-c2ccc(SCC(=O)Nc3nnc(C)s3)nn2)cc1
15. O=C(C1=C[C@H](c2ccc3c(c2)OCO3)C[C@H](OCc2ccc(CO)cc2)O1)N1CCCCCCC1
16. COCc1nnc(SCC(=O)NCc2ccccc2)n1-c1ccccc1
compound no.,9,10,11,12,13,14,15,16
HDAC3 inhib,-10.1,11.9,4.4,-1.5,7.5,-1.1,11.3,0.1
KCNK3 block,i,i,i,i,i,i,i,i
KCNQ1 block,i,i,i,i,i,i,i,i
SKKanGAS inh,7.0,?,4.8,1.6,-1.3,-46.2,6.0,3.6
KCNK9 block,i,i,i,i,i,i,i,i
TMEM16A inh,i,100*,i,i,i,i,i,i
TMEM16A act,i,i,i,i,i,i,i,i
KCNQ1 act,i,i,i,i,i,i,i,i
RGS4 block,i,i,i,i,i,i,i,i
RGS4 act,i,i,i,i,i,i,i,i
hERG rescue,-13.1,-22.6,-13.6,-12.9,1.1,-16.8,-12.6,-5.0

17. O=C(N/C=C/n1cnc2cc(C(F)(F)F)ccc21)c1ccccc1
18. COCCCNC(=O)CN(CCc1ccccc1)S(=O)(=O)c1ccc(OC)cc1
19. CCCCCCn1c(CN2CCN(C(=O)OCC)CC2)nc2c1c(=O)n(C)c(=O)n2C
20. S=C(NCc1ccccc1)Nc1ccc2ccccc2c1
21. Cc1ccc(-c2nc(CSCC(=O)NCc3cccnc3)c(C)o2)cc1
22. N=C(N)SCc1ccc(Cl)cc1Cl
23. NS(=O)(=O)c1ccc(CCNC(=O)CN2CCCCCC2)cc1
24. CCCCNC(=S)NNC(=O)c1csc2c1CCC(C)C2 (stereo not given)
compound no.,17,18,19,20,21,22,23,24
HDAC3 inhib,1.5,2.0,0.2,-6.4,2.0,0.0,-0.6,-2.5
KCNK3 block,i,i,i,i,i,i,i,i
KCNQ1 block,i,i,i,i,i,i,i,i
SKKanGAS inh,2.0,-11.5,-5.2,·,-1.0,-8.6,-8.3,-10.0
KCNK9 block,i,i,i,i,i,i,i,i
TMEM16A inh,i,i,i,i,i,i,i,i
TMEM16A act,i,i,i,i,i,i,i,i
KCNQ1 act,i,i,i,i,i,i,i,i
RGS4 block,i,i,i,i,i,i,i,i
RGS4 act,i,i,i,i,i,i,i,i
hERG rescue,-12.0,-5.8,-11.0,-11.8,-5.6,-7.3,-4.1,-7.2

25. O=c1[nH]cnc2sc3c(c12)CN(Cc1ccccc1)CC3
26. Cc1ccc(C)c(N(CC(=O)N2CCc3ccccc3C2)S(C)(=O)=O)c1
27. O=C(CSc1nnc2scc(-c3ccccc3)n12)N1CCCc2ccccc21
28. COc1ccccc1N1C(=O)C2C3C=CC(CC3)C2C1=O (stereo not given)
29. COC(=O)COc1coc(CN2CCN(c3cccc(Cl)c3)CC2)cc1=O
30. CCOC(=O)C1CCN(Cc2cc(=O)oc3c(C)c(C)ccc23)CC1
31. COc1ccccc1NC(=O)c1ccc([N+](=O)[O-])cc1[N+](=O)[O-]
32. CCOc1ccccc1C1CC(c2ccccc2)Nc2nc(N)nn21 (stereo not given)
compound no.,25,26,27,28,29,30,31,32
HDAC3 inhib,-7.4,-3.0,0.1,-8.6,?,0.8,-7.3,-34.0
KCNK3 block,i,i,i,i,i,i,i,i
KCNQ1 block,i,i,i,i,i,i,i,i
SKKanGAS inh,-3.8,-9.1,-4.2,-1.0,-2.8,10.0,-5.2,24.7
KCNK9 block,i,i,i,i,i,i,i,i
TMEM16A inh,i,i,i,i,i,i,i,i
TMEM16A act,i,i,i,i,i,i,i,i
KCNQ1 act,i,i,i,i,i,i,i,i
RGS4 block,i,i,i,i,i,i,i,i
RGS4 act,i,i,i,i,i,i,i,i
hERG rescue,-8.6,-6.8,-5.5,-4.2,-2.1,-7.5,-7.6,-14.1

33. CCc1cccc(CC)c1NC(=O)C(CC)Sc1nc2ccncc2[nH]1 (stereo not given)
34. CCOC(=O)Cn1c(=O)oc2cc(S(=O)(=O)N3CCN(C(=O)OCC)CC3)ccc21
35. Cc1sc2nc(CSCC(=O)Nc3c(F)cccc3F)[nH]c(=O)c2c1C
36. Cc1ccc(C)c(NC(=O)C[n+]2ccccc2)c1
37. Cc1ccccc1-n1nnnc1SCc1csc(-c2ccccc2)n1
38. COc1ccccc1OCCNc1nc2c(c(=O)n(C)c(=O)n2C)n1C
39. CCCCNC(=O)COC(=O)CCC(=O)c1cccs1
40. Cc1cnc(C(=O)Nc2ccccc2-n2cccc2)cn1
compound no.,33,34,35,36,37,38,39,40
HDAC3 inhib,4.4,-0.5,2.8,8.0,0.0,-2.0,-7.7,5.8
KCNK3 block,i,i,i,i,-10.9*,i,i,i
KCNQ1 block,i,i,i,i,i,i,i,i
SKKanGAS inh,0.3,-0.6,-1.8,-13.5,10.6,1.2,1.7,0.0
KCNK9 block,i,i,i,i,i,i,i,i
TMEM16A inh,i,i,i,i,i,i,i,i
TMEM16A act,i,i,i,i,i,i,i,i
KCNQ1 act,i,i,i,i,i,i,i,i
RGS4 block,i,i,i,i,i,i,i,i
RGS4 act,i,i,i,i,i,i,i,i
hERG rescue,-9.6,-2.0,-20.1,-7.5,-13.3,-12.7,-2.6,-0.8

41. CC(=O)c1ccc(NC(=O)CN2CCN(CC(=O)Nc3ccc(C(C)=O)cc3)CC2)cc1
42. Cc1occc1-c1nnc(SCC(=O)c2ccc3c(c2)OCCO3)n1CC1CCCO1 (stereo not given)
43. COc1ccc(-c2nc3ccccc3c(=O)n2CCOc2cc(C)ccc2C)cc1
44. COc1ccc(S(N)(=O)=O)cc1C(=O)OCCCOc1ccc(F)cc1
45. CCOc1cc(S(=O)(=O)NCc2ccc(OC)cc2)c(OCC)cc1-n1cnnn1
46. CSCCC(NS(=O)(=O)c1c(Cl)cccc1Cl)C(=O)O (stereo not given)
47. COC(=O)c1cn(C)c2ccc(S(=O)(=O)N3CCOCC3)cc2c1=O
48. Cc1c(C(=O)NCc2cccnc2)oc2ccc(S(=O)(=O)N3CCCCC3)cc12
compound no.,41,42,43,44,45,46,47,48
HDAC3 inhib,·,8.1,-0.4,·,-12.3,·,-0.6,-0.8
KCNK3 block,i,i,i,i,i,i,i,i
KCNQ1 block,i,i,i,i,i,i,i,i
SKKanGAS inh,-4.9,-0.9,-4.6,-8.9,·,-0.8,6.1,-2.5
KCNK9 block,i,i,i,i,i,i,i,i
TMEM16A inh,·,i,i,i,i,i,i,i
TMEM16A act,i,i,i,i,i,i,i,i
KCNQ1 act,i,i,i,i,i,i,i,i
RGS4 block,i,i,i,i,i,i,i,i
RGS4 act,i,i,i,i,i,i,i,i
hERG rescue,-7.8,-9.7,-12.6,-4.0,-6.4,4.5,-20.6,-18.9

# An excerpt from above, showing only RGS4 act and TMEM16A act:
item | smiles | RGS4 act | TMEM16A act
44 | COc1ccc(S(N)(=O)=O)cc1C(=O)OCCCOc1ccc(F)cc1 | i | i
48 | Cc1c(C(=O)NCc2cccnc2)oc2ccc(S(=O)(=O)N3CCCCC3)cc12 | i | i
43 | COc1ccc(-c2nc3ccccc3c(=O)n2CCOc2cc(C)ccc2C)cc1 | i | i

# Following part:
49. COCCn1c(N)c(N(Cc2ccccc2)C(=O)C2CCCC2)c(=O)[nH]c1=O
50. Clc1cccc(NCc2nnc3n2CCCCC3)c1
51. O=C(Cc1c[nH]c2ccccc12)NC1(C(=O)NC2CCCCC2)CCCCC1
52. COCCNC(=O)c1cc2c(-c3ccc(Cl)cc3)nn(C)c2s1
compound no.,49,50,51,52
HDAC3 inhib,-1.4,1.7,-4.0,-20.7
KCNK3 block,i,i,i,i
KCNQ1 block,i,i,i,i
SKKanGAS inh,-3.6,1.2,5.5,-6.4
KCNK9 block,i,i,i,i
TMEM16A inh,i,i,i,i
TMEM16A act,i,i,i,i
KCNQ1 act,i,i,i,i
RGS4 block,i,i,i,i
RGS4 act,i,i,i,i
hERG rescue,-8.8,-8.1,-10.8,-7.8
